# GLP1R cytotox = qHTS of GLP-1 Receptor Inverse Agonists: Cytotox Screen. HEK293 cAMP-luciferase reporter cells, luminescence, 24 h. Potency, µM (top dose mostly 38.3 µM), for inactives: at the top dose activity change, negative = inhibition, usual class: inhibitors. 0.13% of 410,000 active;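 further: loss of luciferase light is scored as toxicity; potency means the concentration at half of the fitted maximal effect; on the % scale 0 is the no-effect control and ±100 the full control effect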
#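 1536-well qHTS counterscreen of the MLSMR; 200 cells/uL, 12 h pre-incubation, 23 nL cpd, 24 h at 37 deg C 5% CO2, luciferase detection reagent, 12 min RT, luminescence. Inhibition = undesired.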
# D3 ag = qHTS of D3 Dopamine Receptor Agonist: qHTS; D(3) dopamine receptor (Homo sapiens), P35462; D3R DiscoveRx beta-arrestin cells, luminescence, 90 min; max activation, %; 0.58% of 410,000 active; AID 652048, 2013; in the data active means max activation above about 30%; further: 0% is about no effect; mostly tested at two doses, the higher about 12 µM
# Target sequence (P35462 whole entry, looked up): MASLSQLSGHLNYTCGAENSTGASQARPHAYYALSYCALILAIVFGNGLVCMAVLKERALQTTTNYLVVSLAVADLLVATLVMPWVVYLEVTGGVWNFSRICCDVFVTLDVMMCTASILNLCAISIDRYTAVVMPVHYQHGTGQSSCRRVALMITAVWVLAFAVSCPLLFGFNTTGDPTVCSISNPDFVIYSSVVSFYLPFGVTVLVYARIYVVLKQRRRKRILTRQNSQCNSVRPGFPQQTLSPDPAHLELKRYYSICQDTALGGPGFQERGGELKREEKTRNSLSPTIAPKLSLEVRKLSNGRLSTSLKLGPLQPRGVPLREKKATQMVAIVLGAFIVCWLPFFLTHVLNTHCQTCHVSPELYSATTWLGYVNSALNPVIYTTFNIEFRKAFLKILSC
#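 Agonist-mode cell screen: cells plated at 1500/well and incubated overnight at 37 °C, then exposed to library compounds for 90 min at 37 °C. Detection reagent was added for 30–60 min at room temperature, and luminescence was read.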
# IL-2 act = qHTS of IL-2 Activators; IL-2 activation reporter assay, cell-based qHTS; stimulated with anti-CD3/CD4/CD28 beads; in transgenic mouse T cells; activation, % (series mostly up to about 46 µM); 0.065% of 360,000 active; in the data active means activation above about 50%; inconclusive means mostly about 30% to 49%; further: 0% is about no effect
#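 Quantitative HTS in unstimulated transgenic mouse T cells, with memory T cells as non-tolerant control and PMA/ionomycin as tolerance-bypass control. Compound pretreatment lasted 60 minutes before 18 h bead stimulation; EGFP/DsRed fluorescence read.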
# GLP-1R agonist = qHTS of GLP-1 Receptor Agonists. Glucagon-like peptide 1 receptor (Homo sapiens), P43220. HEK293 GLP-1R CRE-luciferase, luminescence, 4-6 h; cells express a hypersensitive GLP-1R form. Potency, µM (series often up to 45.6 µM), inactives show at the highest dose activation, most hits filed as activators. 0.007% of 380,000 active. AID 624172, 2012; further: potency means the concentration at half of the fitted maximal effect; % of control where 0% means no effect
# D3 antag = qHTS of D3 Dopamine Receptor Antagonist: qHTS; D(3) dopamine receptor (Homo sapiens), P35462; D3R cells, DiscoveRx beta-arrestin luminescence, antagonist mode; stronger effect = lower value; max response, negative = inhibition, %; 2.5% of 360,000 active; in the data active means max response below about -50%; inconclusive means no clear call, values can overlap the other calls; further: on the % scale 0 is the no-effect control and ±100 the full control effect; mostly tested at two doses, the higher about 12 µM
#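 Cells expressing the human receptor were seeded at 1500 cells/well, incubated overnight at 37 degrees C in 5% CO2, then exposed to library compounds with dopamine controls for 90 minutes at 37 degrees C before luminescent detection.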
# PI5P4K alpha inh = qHTS for Inhibitors of phosphatidylinositol 5-phosphate 4-kinase (PI5P4K); PI5P4Kalpha enzyme, ADP-Glo luminescence, 60 min; stronger effect = lower value; max response, %; 1.2% of 330,000 active; AID 652105, 2013; active means max response of -50% or lower; inconclusive means between -30% and -50%; inactive means -30% or higher; further: value at the top dose of about 77 µM; on the % scale 0 is the no-effect control and ±100 the full control effect
# Target sequence (P48426 whole entry, looked up): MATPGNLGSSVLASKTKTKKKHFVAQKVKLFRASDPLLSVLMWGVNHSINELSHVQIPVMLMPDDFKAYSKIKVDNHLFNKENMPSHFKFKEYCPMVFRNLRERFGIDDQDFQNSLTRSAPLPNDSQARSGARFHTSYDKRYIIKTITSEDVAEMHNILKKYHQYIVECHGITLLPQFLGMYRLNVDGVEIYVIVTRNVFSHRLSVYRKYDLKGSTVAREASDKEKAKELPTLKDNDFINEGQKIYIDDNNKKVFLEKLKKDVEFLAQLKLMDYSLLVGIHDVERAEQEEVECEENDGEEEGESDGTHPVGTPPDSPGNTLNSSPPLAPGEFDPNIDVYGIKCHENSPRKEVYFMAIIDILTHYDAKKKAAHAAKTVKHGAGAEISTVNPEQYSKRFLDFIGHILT
#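 Controls without substrate or without enzyme flank wells where PI5P4Kalpha converts substrate using 5 microM ATP (final). Incubation lasts 60 minutes at room temperature; ADP formed is read by ADP-Glo luminescence.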
# GLP1R inv ag = qHTS of GLP-1 Receptor Inverse Agonists (Inhibition Mode); HEK293 GLP-1R CRE-luciferase, luminescence, 24 h; GLP-1R form is constitutively active; Potency, µM (doses to about 38.3 µM), without a hit: at the highest dose activity change, negative = inhibition, usual class: inhibitors; 1.6% of 410,000 active; AID 624417, 2012; further: potency means the concentration at half of the fitted maximal effect; on the % scale 0 is the no-effect control and ±100 the full control effect; nearly all actives have a fitted effect of over 55% in size
#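 Assay principle: reduced luminescence from a cAMP-responsive reporter in HEK293 cells co-expressing a constitutively active GLP-1R. Conditions: 24 hr compound incubation, 37 deg C, 5% CO2.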
# PLK1 PBD block = qHTS for Inhibitors of PLK1-PDB (polo-like kinase 1 - polo-box domain): Primary Screen | Serine/threonine-protein kinase PLK1 (Homo sapiens), P53350 | Plk1 PBD binding of FITC phosphopeptide, fluorescence polarization | Potency, µM, for the others: max response, negative = inhibition, hits mostly inhibitors | 2.8% of 360,000 active; further: potency means the concentration at half of the fitted maximal effect; series mostly up to about 57 µM; on the % scale 0 is the no-effect control and ±100 the full control effect; nearly all actives have a fitted effect of over 65% in size
# WRN helicase inh = qHTS for Inhibitors of WRN Helicase. Potency, µM (highest dose often 114 µM), for inactives: at the top dose activity change, negative = inhibition, hits mostly inhibitors. 0.46% of 360,000 active. AID 651768, 2012. WRN helicase unwinding, fluorescent forked duplex, kinetic. Bifunctional 3'-5' exonuclease/ATP-dependent helicase WRN (Homo sapiens), Q14191; further: potency means the concentration at half of the fitted maximal effect; on the % scale 0 is the no-effect control and ±100 the full control effect; nearly all actives have a fitted effect of over 55% in size
#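 Primary qHTS, 1536-well format. 20 nM WRN + compound, 15 min RT; start with 100 nM forked fluorophore/quencher duplex, 2 mM ATP (final); kinetic read ex 525/em 598 nm.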
# * marks the source's active call; other numbers are inactive results; ? = inconclusive; . = not tested or not shown; [ ] = dose if it differs, or a comment. Unless noted, the call rests on the fitted dose curve; in most records, active means well fitted curve in the direction sought with a large enough effect; inconclusive means small, poorly fitted or top-dose-only effect, or another doubt; inactive means no such curve, though single readings can be large; an effect the other way counts as inactive or inconclusive.
Molecule	GLP-1R agonist	GLP1R inv ag	GLP1R cytotox	D3 antag	WRN helicase inh	D3 ag	IL-2 act	PLK1 PBD block	PI5P4K alpha inh
Cn1c(=O)c2cc(NC(=O)Nc3ccccc3)ccc2n1Cc1ccccc1	13%	?	?	-2	-16%	-2	0.2	-13%	-1
COC(=O)c1cc(Nc2cc(C)c3c(O)cccc3n2)cc(C(=O)OC)c1	3%	17%	-11%	37	-2%	14	-0.7	-4%	-18
O=S(=O)(Cc1ccccc1)c1cnc2ccccc2n1	-1%	-26%	9%	13	-8%	3	-0.7	-11%	-9
Cc1ccc(Nc2nc(C(=O)NCC3CCCO3)cs2)cc1 (stereo not drawn)	-5%	-15%	-3%	7	-5%	2	1.0	-5%	5
Cc1c(NC(=O)CSc2nnnn2-c2ccc(O)cc2)c(=O)n(-c2ccccc2)n1C	-4%	1%	8%	-7	-8%	-2	5.6	-1%	2
O=C(O)CSCC(=O)N1CCN(Cc2ccc3c(c2)OCO3)CC1	-1%	21%	9%	17	5%	13	2.7	2%	-9
CCOC(=O)Cc1c(C)nc2c(-c3ccc(Cl)cc3)c(C)nn2c1C	4%	4%	18%	-7	4%	-4	-4.0	-8%	-9
COc1cc(CN2CCCC(C(=O)Nc3ccccc3Oc3cccnc3)C2)ccc1F (stereo not drawn)	26%	-43%	-9%	-14	-3%	-3	-0.2	-10%	-2
Cc1ccc(-c2noc(CN(C)C(=O)c3ccc(Br)o3)n2)cc1	0%	?	0%	4	4%	-5	-0.3	-4%	1
COc1ccc(NS(=O)(=O)c2c(C)n(C)c(=O)n(C)c2=O)cc1OC	-6%	-3%	3%	2	-4%	2	-2.3	-4%	-2
Cc1ccc(CNC(=O)CCn2cc(-c3ccc(F)cc3)nc2-c2ccncc2)cc1	3%	-31%	-12%	2	-2%	-7	0.0	1%	11
C=CCn1c(-c2csc3ccccc23)n[nH]c1=S	-4%	?	?	29	5%	-33	0.2	-19%	.
CCOC(=O)C1=C(c2ccccc2)N=c2s/c(=C\c3cccc(O)c3)c(=O)n2C1c1cccs1 (stereo not drawn)	-1%	11µM*	-10%	-12	-18%	-10	-0.7	-1%	.
CCN(CC)S(=O)(=O)c1cc(NC(=O)CCn2[nH]c(=O)ccc2=O)ccc1C	-1%	15%	6%	-22	-5%	-4	2.3	-9%	-17
COCCNC(=O)C1CCCN(Cc2ccc(-c3ccccc3)cc2)CC1 (stereo not drawn)	-3%	?	2%	11	6%	-6	-0.6	3%	0
COc1ccc(NC(=O)C(=O)NCCc2sc(-c3ccc(Cl)cc3)nc2C)cc1	1%	5%	1%	.	.	8	.	.	.
COC(=O)c1ccncc1C(=O)Nc1ccc(Oc2ncc(C(F)(F)F)cc2Cl)cc1	10%	4%	-6%	2	-2%	2	-0.2	1%	3
O=S(=O)(Cc1ccc(Cl)cc1)c1ccccc1-c1nnc(-c2ccc(Cl)cc2)o1	9%	3%	-3%	14	-1%	6	-3.1	2%	-3
CC(=O)Nc1ccc(S(=O)(=O)N2CCN(CC3CC4C=CC3C4)CC2)cc1 (stereo not drawn)	-3%	6%	10%	-7	3%	-1	-0.3	-24%	-6
CCCCCCCCN1C(=O)[C@H](CC(=O)NCc2ccccc2)C[C@@]2(C(=O)OCC)CCCC=C12	-4%	?	-18%	64	-2%	13	-0.8	6%	18
COc1ccc(OC)c(NC(=O)CSc2nnc(NC(=O)c3ccco3)s2)c1	4%	4%	-8%	-2	?	-9	-2.1	-10%	0
CCOCCCNC(=O)C1CCN(Cc2cccc(OCc3ccccc3)c2)CC1	-1%	-29%	2%	-12	-26%	-1	0.2	0%	1
O=C(CN1C(=O)C2C3CC(C(Br)C3Br)C2C1=O)Nc1ccc(C(=O)O)cc1 (stereo not drawn)	-2%	11%	-3%	-1	3%	-15	-0.3	1%	0
CC(C)(C)c1nnc(NC(=O)C2c3ccccc3Oc3ccccc32)s1	2%	?	-12%	-13	3%	-12	-0.6	2.7µM*	-7
CC(=O)Nc1sc2c(c1C(c1ccc(F)cc1)N1CCOCC1)CCCC2 (stereo not drawn)	-1%	?	-18%	?	-4%	-5	0.4	-7%	-4
O=C1NC2(CCCCC2)C(=O)N1/N=C/c1ccc(O)cc1O	-4%	9%	0%	-30	-5%	7	0.1	21µM*	-20
COc1cccc(C(=O)NCCS(=O)(=O)N2CCCC(C)C2)c1 (stereo not drawn)	-4%	-5%	-3%	-3	-1%	-5	-3.5	-10%	-11
CCCCC(NC(=O)c1ccc(C#N)cc1)C(=O)NCCC (stereo not drawn)	4%	18%	?	-12	10%	-24	-0.7	-19%	-2
O=C(C1CC(=O)N(c2ccccc2)C1)N1CCN(c2ccccc2F)CC1 (stereo not drawn)	-1%	-2%	-2%	-6	-4%	3	0.1	0%	-1
CCC(=O)c1ccc(OCCn2cncn2)cc1	-6%	8%	2%	28	2%	2	1.8	-11%	0
CCOc1ccc(N/N=C(/C#N)C(N)=O)cc1	1%	13%	-11%	3	-7%	8	-1.8	-2%	.
COc1cc(OC)c(C(=O)O/N=C(\N)c2ccc(C)cc2)cc1OC	22%	124%[activator]	-12%	67	2%	-13	0.1	-4%	1
O=C(Nc1ccc(NC(=O)c2cccc([N+](=O)[O-])c2)cc1)c1cccc([N+](=O)[O-])c1	-5%	-8%	2%	-20	-8%	3	-0.6	-16%	0
CCc1ccc(OCCNC(=O)c2cc(SC)ccc2Cl)cc1	-1%	?	28%	-29	-11%	-4	1.4	-5%	21
Cc1ccc(S(=O)(=O)N2CCCCC2)cc1NC(=O)C1CCN(C(=O)OC(C)(C)C)CC1	-1%	?	-10%	-6	4%	-1	-3.7	-4%	-3
CC1(C)CC(C(CC(=O)O)c2ccccc2)CCO1 (stereo not drawn)	-6%	4%	-5%	-11	-4%	1	-2.2	-8%	.
COC(=O)C(CSCc1ccccc1)NC(=O)CCNC(=O)OCc1ccccc1 (stereo not drawn)	-3%	-1%	2%	-11	10%	2	-4.1	-4%	4
COc1cccc(NC(=O)CN2C(=O)NC(Cc3c[nH]c4ccccc34)C2=O)c1 (stereo not drawn)	13%	?	3%	-7	-8%	-13	-0.5	-14%	2
CCC(=O)NC(=S)NNC(=O)c1ccccc1[N+](=O)[O-]	-1%	-3%	5%	6	-6%	0	1.8	-8%	3
Oc1ccc(N2CCN(C(=S)NCc3ccccc3)CC2)cc1	7%	-61%	-32%	10	-4%	10	0.2	-29%	0
N/C(=N\OC(=O)CCC1CCCC1)c1ccc([N+](=O)[O-])cc1	17%	12%	1%	3	-8%	7	0.2	-5%	2
CN(CC(=O)Nc1c(Cl)cccc1Cl)C(=O)c1ccncc1	-1%	2%	4%	2	0%	8	-2.0	0%	-1
Cc1ccc(CN2CCC[C@]3(N[C@H](c4ccc(C)cc4)[C@@H]4C(=O)N(Cc5ccccc5)C(=O)[C@@H]43)C2=O)cc1	2%	?	-6%	12	-5%	1	0.9	-5%	2
C[C@@H]1CN([C@@H](C)CO)S(=O)(=O)c2ccc(Br)cc2O[C@@H]1CN(C)C(=O)c1ccncc1	5%	2%	2%	9	-8%	4	-0.6	0%	1
C/C(=C\C(=O)OCC(=O)NCc1ccccc1)C(=O)OCC(=O)NCc1ccccc1	-21%	0%	-12%	-24	10%	-4	-2.9	0%	17
O=C(c1cccs1)N1CCN(c2ncc(Br)cn2)CC1	7%	3%	-5%	4	1%	0	-0.6	-5%	0
CCOc1ccc2nc(N3CCCCCC3)sc2c1	9%	-28%	2%	-8	0%	13	-1.8	-26%	.
Cc1cc(Br)ccc1NC(=O)CN(C)C(=O)c1cc(S(=O)(=O)N(C)C)ccc1N1CCCC1	-3%	18%	6%	5	0%	1	-0.7	-5%	-2
COc1ccc(NC(=O)Cn2nnc(C(=O)NCc3cccs3)c2N)c(OC)c1	3%	-17%	?	0	-10%	3	1.1	24µM*	-22
CCOC(=O)N1CCN(c2ncnc3nc[nH]c23)CC1	-5%	35%[activator]	-22%	13	3%	2	-3.4	1%	-5

# Additional compounds follow:
Molecule	GLP-1R agonist	GLP1R inv ag	GLP1R cytotox	D3 antag	WRN helicase inh	D3 ag	IL-2 act	PLK1 PBD block	PI5P4K alpha inh
CCOC(=O)C1CCCN(Cc2c(F)cccc2Cl)C1 (stereo not drawn)	12%	-17%	8%	?	-1%	-52	-2.4	-7%	.
CCOc1ccccc1NC(=O)NCCC1=CCCCC1	10%	?	11%	-16	-3%	-14	-3.3	-15%	4
O=[N+]([O-])c1ccc(N2N=C(c3ccco3)CC2c2ccccc2)cc1 (stereo not drawn)	-12%	0%	104%[activator]	20	-32%	-12	3.7	-14%	-22
O=C(NCc1ccc2c(c1)OCO2)c1ccc2c(c1)N(Cc1ccccc1F)C(=O)c1ccccc1S2=O (stereo not drawn)	-2%	3%	0%	.	.	5	.	.	.

# Reformatted: entries from further up
CCOc1ccccc1NC(=O)NCCC1=CCCCC1
  GLP-1R agonist = 10%
  GLP1R inv ag = ?
  GLP1R cytotox = 11%
  D3 antag = -16
  WRN helicase inh = -3%
  D3 ag = -14
  IL-2 act = -3.3
  PLK1 PBD block = -15%
  PI5P4K alpha inh = 4

O=[N+]([O-])c1ccc(N2N=C(c3ccco3)CC2c2ccccc2)cc1 (stereo not drawn)
  GLP-1R agonist = -12%
  GLP1R inv ag = 0%
  GLP1R cytotox = 104%[activator]
  D3 antag = 20
  WRN helicase inh = -32%
  D3 ag = -12
  IL-2 act = 3.7
  PLK1 PBD block = -14%
  PI5P4K alpha inh = -22

O=C(NCc1ccc2c(c1)OCO2)c1ccc2c(c1)N(Cc1ccccc1F)C(=O)c1ccccc1S2=O (stereo not drawn)
  GLP-1R agonist = -2%
  GLP1R inv ag = 3%
  GLP1R cytotox = 0%
  D3 antag = .
  WRN helicase inh = .
  D3 ag = 5
  IL-2 act = .
  PLK1 PBD block = .
  PI5P4K alpha inh = .

# Source: PubChem BioAssay

# Rows were taken by chance (roughly 7.8% active in at least one column).
